Assay outcomes as filed in PubChem BioAssay.
Anthrax LF prot = inhibitors of Bacillus anthracis lethal factor protease. hit rate 0.12% among 360,000. inhibition, % at 10 µM. P15917. multiplex microsphere protease cleavage assay, LF; also: plate controls were buffer without enzyme for full effect and enzyme alone for no effect
Target sequence (P15917 whole entry, looked up): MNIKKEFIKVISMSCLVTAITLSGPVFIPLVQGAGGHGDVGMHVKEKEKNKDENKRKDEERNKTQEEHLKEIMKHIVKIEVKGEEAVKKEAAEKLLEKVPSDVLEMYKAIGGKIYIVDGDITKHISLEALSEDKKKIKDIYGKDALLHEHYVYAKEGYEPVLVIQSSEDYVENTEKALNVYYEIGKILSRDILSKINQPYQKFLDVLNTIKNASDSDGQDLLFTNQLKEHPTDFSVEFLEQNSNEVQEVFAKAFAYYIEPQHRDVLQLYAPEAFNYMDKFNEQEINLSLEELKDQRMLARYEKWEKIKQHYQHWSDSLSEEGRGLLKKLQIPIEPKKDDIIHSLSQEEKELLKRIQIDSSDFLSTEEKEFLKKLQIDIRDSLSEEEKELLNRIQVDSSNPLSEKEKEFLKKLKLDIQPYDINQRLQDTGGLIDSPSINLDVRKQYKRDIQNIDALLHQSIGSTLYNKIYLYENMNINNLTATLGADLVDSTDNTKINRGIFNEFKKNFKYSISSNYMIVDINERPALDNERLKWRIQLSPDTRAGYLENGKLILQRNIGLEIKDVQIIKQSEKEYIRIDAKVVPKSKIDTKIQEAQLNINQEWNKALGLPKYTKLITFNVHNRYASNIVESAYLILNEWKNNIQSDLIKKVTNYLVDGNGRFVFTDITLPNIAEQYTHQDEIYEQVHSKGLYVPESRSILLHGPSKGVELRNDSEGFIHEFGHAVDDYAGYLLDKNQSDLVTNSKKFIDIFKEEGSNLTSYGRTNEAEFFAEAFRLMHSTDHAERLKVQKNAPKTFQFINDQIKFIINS
SSB-PriA inh = inhibitors of Klebsiella pneumoniae PriA binding to SSB C-terminal tail; hit rate 0.6% among 430,000; AlphaScreen SSBct-PriA binding, biotinylated peptide; inhibition, % at 33 µM; in the data active = inhibition mostly above about 37%, no sharp cut-off; inactive = mostly below about 20%;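 also: plate controls were negative control peptide for no effect and reference peptide for full effect; strong numbers were not always called active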
CCHFV vOTU inh = CCHFV vOTU protease inhibition | Pep-AMC fluorescence | inhibition, % at 11.5 µM | hit rate 0.55% among 370,000 | AID 651958; in the data active = inhibition above about 30%; also: 0% = vehicle wells with enzyme and 100% = no enzyme wells
MazEF act = increases E. coli MazEF RNase cleavage of RNA; P0AE70; FAM/BHQ RNA-DNA oligo cleavage fluorescence, 5 h; activation, % at 20 µM; hit rate 0.32% among 350,000; AID 504720; in the data active = activation above about 50%
Target sequence (P0AE70 whole entry, looked up): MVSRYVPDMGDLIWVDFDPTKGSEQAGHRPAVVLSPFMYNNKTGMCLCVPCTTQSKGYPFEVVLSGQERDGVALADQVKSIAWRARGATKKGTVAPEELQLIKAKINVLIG
DUSP3 inh = inhibitors of human VHR1 phosphatase (DUSP3) | P51452 | recombinant VHR phosphatase, pNPP absorbance | inhibition, % at 13.3 µM | hit rate 0.52% among 290,000 | AID 1654; in the data active = inhibition above about 50%; also: some compounds called inactive have numbers as strong as hits
Target sequence (P51452 whole entry, looked up): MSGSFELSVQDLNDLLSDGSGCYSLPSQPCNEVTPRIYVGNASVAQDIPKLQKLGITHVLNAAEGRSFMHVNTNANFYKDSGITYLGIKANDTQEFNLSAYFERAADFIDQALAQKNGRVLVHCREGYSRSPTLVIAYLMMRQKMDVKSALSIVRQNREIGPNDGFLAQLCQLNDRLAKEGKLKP
Rv3671c inh = inhibits the M. tuberculosis serine protease Rv3671c. P9WHR9. inhibition, % at 5.96 µM. hit rate 0.048% among 320,000. AID 2606; in the data active = inhibition above about 38%;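 also: extracellular domain of Rv3671c used as enzyme; 0% = enzyme with DMSO and 100% = no enzyme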
3CLpro inhibitor = SARS-CoV 3CLpro protease inhibition. P0C6X7. recombinant SARS-CoV 3CLpro, quenched FRET peptide cleavage. inhibition, % at 6 µM. hit rate 0.14% among 290,000. AID 1706; in the data active = inhibition above about 12%
BoNT F protease = BoNT F light chain protease inhibition | Multiplex microsphere protease cleavage assay, flow cytometry | inhibition, % at 10 µM | hit rate 0.22% among 360,000 | AID 588497; in the data active = inhibition above about 35%, passing the limit was not always enough; inconclusive = no clear call, values can overlap the other calls; also: plate controls were buffer without enzyme for full effect and enzyme alone for no effect
BoNT-A LC inh2 = blocks Botulinum neurotoxin A light chain protease; multiplex microsphere protease substrate cleavage, flow cytometry; hit rate 0.17% among 360,000; inhibition, % at 10 µM; also: plate controls were buffer without enzyme for full effect and enzyme alone for no effect
PrPC TRFRET = cell surface PrPC inhibition, primary TR-FRET screen; TR-FRET read-out; AID 720596; inhibition, % at 13.8 µM; hit rate 0.43% among 370,000; in the data active = inhibition above about 24%; also: 0% = median of the test wells and 100% = reference compound wells
The depositor's hits bear a star; i = inactive; u = inconclusive; x = not tested or not shown; & = joins results of further samples. Rule as the data show it, unless noted: active = inhibition above about 30%; inconclusive = no clear call, values can overlap the other calls; inactive = below that. An excerpt. The share of hits here may be higher or lower than overall.

Values run as follows: Anthrax LF prot	SSB-PriA inh	CCHFV vOTU inh	MazEF act	DUSP3 inh	Rv3671c inh	3CLpro inhibitor	BoNT F protease	BoNT-A LC inh2	PrPC TRFRET
COc1ccccc1NC(=O)COC(=O)c1cc2ccccc2cc1O
→ 0	-4	13	-18	x	-4	x	-2	-1.0	-2
O=[N+]([O-])c1ccc(NCCO)c2ncccc12
→ 1	3	3	3	-17	1	3	-10	-1.4	-32
CCOc1ccccc1NC(=O)CN1CCN(Cc2ccccc2)CC1
→ 0	-2	1	5	22	-11	-7	8	-0.7	-6
c1ccc(-n2nnnc2Sc2ncnc3sc4c(c23)CCCC4)cc1
→ 5	-11	0	-5	-7	4	2	22	1.6	7
C=CCc1ccccc1OCC(O)CN1CCN(c2ccccc2OC)CC1 (centres undefined)
→ -1&-3	9	13&8	-5&3	-12	3	0	-9&6	-0.8&0.3	-9&-6
O=C(Nc1ccc(-c2cn3c(n2)SCC3)cc1)c1ccco1
→ -3	-1	-1	3	21	-5	4	-5	-0.3	9
CC1(C)Cc2ccccc2-c2nnc(C(F)(F)F)n21
→ -3	3	-5	2	-8	-6	0	-2	0.2	7
Nc1ncn([C@@H]2O[C@H](CO)[C@@H](O)[C@H]2O)c(=O)n1
→ -8	4	1	-2	x	-2	x	1	0.1	42*
COCc1c(C(=O)N/N=C/c2ccncc2)nnn1-c1nonc1N
→ -5	x	4	6	27	-9	-11	-22	-3.5	-1
Cc1ccccc1NC(=S)N1CCN(c2ccccc2C)CC1
→ -9	1	-12	1	31	4	6	u	-3.4	0
CC(C)CNC(=O)C(=O)Nc1cc2c3c(c1)C(C)C(=O)N3CCC2 (centres undefined)
→ 0	1	8	2	11	-16	-1	2	1.2	3
CCOc1ccc(N(CC(=O)NCc2ccccc2)C(=O)CCC(=O)Nc2nccs2)cc1
→ -2	-3	6	6	19	-8	-1	0	0.3	-3
O=C(CCCn1c(=S)[nH]c2cc3c(cc2c1=O)OCO3)NCc1ccco1
→ 1	2	-10	3	20	1	2	-4	-2.3	-3
Cc1cccc(-c2nsc(SCC(=O)N3CCCC3)n2)c1
→ -4	-6	-2	4	28	-1	-2	11	-0.4	-3
Cn1c(=O)c2cc(NC(=O)CC(C)(C)C)ccc2n1-c1ccccc1F
→ -8	x	-81	x	x	x	x	0	0.1	4

An excerpt from above, showing only DUSP3 inh, CCHFV vOTU inh and 3CLpro inhibitor:
mol	DUSP3 inh	CCHFV vOTU inh	3CLpro inhibitor
CCOc1ccc(N(CC(=O)NCc2ccccc2)C(=O)CCC(=O)Nc2nccs2)cc1	19	6	-1
Cc1cccc(-c2nsc(SCC(=O)N3CCCC3)n2)c1	28	-2	-2
Cc1ccccc1NC(=S)N1CCN(c2ccccc2C)CC1	31	-12	6
O=C(Nc1ccc(-c2cn3c(n2)SCC3)cc1)c1ccco1	21	-1	4

Next entries.
Values run as follows: Anthrax LF prot	SSB-PriA inh	CCHFV vOTU inh	MazEF act	DUSP3 inh	Rv3671c inh	3CLpro inhibitor	BoNT F protease	BoNT-A LC inh2	PrPC TRFRET
Cc1nn(C)cc1CNC(=O)C1CCC(=O)N(Cc2cccc(C(F)(F)F)c2)C1 (centres undefined)
→ -8	-15	9	11	0	3	-2	-7	-2.9	0
Cc1ccc(C)c(Cn2c(=O)n(CCC(=O)NCc3ccco3)c(=O)c3sccc32)c1
→ -5	-14	-2	2	-2	-10	-2	-6	0.1	-4
O=C(NNC(=S)NCc1ccco1)c1cccs1
→ -1	-8	1	2	39	-16	1	-9	-1.1	14
COc1ccc(Cn2c(=O)sc3ccccc32)cc1OC
→ 0	-13	-10	0	4	6	1	-5	0.9	2
Cc1sc(NC(=O)CSc2nnc(C(C)C)n2C)c(C#N)c1C
→ -3	-2	1	-6	-10	1	-2	-25	-0.2	6
COc1ccc(CNCc2cn(-c3cccc(F)c3)nc2-c2ccc(C)o2)cc1
→ -4	4	11	-20	0	-3	-1	-5	0.1	-11
O=C(CN1c2ccccc2Sc2ccccc21)N/N=C/c1ccc(Cl)cc1Cl
→ -12	i	-2	6	-12	1	-2	-8	-0.2	-9
CC1CCN(c2ccc(NC(=O)Cn3c(=O)oc4ccccc43)cc2)CC1
→ -4	-8	22	-2	19	4	-3	-12	0.4	-4
O=S(=O)(c1cccc2nsnc12)N1CCNCC1
→ 18	-14	-2	6	14	-2	-5	3	-0.2	-20
Cc1noc(C)c1C(=O)Nc1c(F)cc(F)cc1Br
→ -4	-21	-20	-6	13	-1	4	-2	-3.1	5
Cc1cc(CO)nn1-c1ccc([N+](=O)[O-])cc1
→ x	-8	-14	7	6	-15	-2	x	x	-9
CN(C(=S)NC(=O)c1ccccc1)c1c(N)n(Cc2ccccc2)c(=O)[nH]c1=O
→ 2	-3	7	-6	7	-1	-2	1	1.2	-1
Cc1c(N2C(=O)CSC2=S)c(=O)n(-c2ccccc2)n1C
→ -3	-22&-11	4	7	2	2	-1	2	-0.5	9
O=C(Nc1ccccc1)Nc1nnc([C@H]2C[C@H](O)[C@@H](CO)O2)s1
→ 0	x	-11	x	x	x	x	-5	0.1	3
CCOC(=O)Nc1ccc2c(c1)N(C(=O)CCN1CCN3CCCC3C1)c1ccccc1CC2 (centres undefined)
→ -1	1	-12	-5	26	1	-1	-1	1.9	-15

(next part)
Values run as follows: Anthrax LF prot	SSB-PriA inh	CCHFV vOTU inh	MazEF act	DUSP3 inh	Rv3671c inh	3CLpro inhibitor	BoNT F protease	BoNT-A LC inh2	PrPC TRFRET
CCS(=O)(=O)N1CCCC(C(=O)NC2CCC(C)CC2)C1 (centres undefined)
→ -4	-6	9	-3	30	-1	3	-11	-0.2	3
Cc1ccccc1C([O-])=Nc1ccc[n+](-c2nc3ccccc3nc2NS(=O)(=O)c2ccccc2)c1
→ x	-1	x	-3	3	0	3	x	x	x
O=C(Nc1ccccc1Cl)Oc1ccc(-c2ccccc2)cc1
→ 1	-11	7	1	27	-3	-2	-3	-3.1	-1
CC12CC(c3ccccc3O1)N(C(=O)c1ccc(Br)o1)C(=O)N2c1ccccc1 (centres undefined)
→ -4	5	2	16	30	-3	0	7	0.7	9
NC(=O)c1cc(S(=O)(=O)NCc2ccccc2)cs1
→ 2	-8	13	12	-20	-8	-6	-2	-1.1	-4
O=Nc1c(O)[nH]c2ccc(Cl)cc12
→ -2	-5	-1	2	11	15	-4	-2	0.6	-19
C#CCNC(=O)C[C@@H]1C[C@@]2(C(=O)OCC)CCCC=C2N(Cc2ccc3c(c2)OCO3)C1=O
→ -2	x	14	x	x	x	x	11	1.1	6
COc1ccc(N2CCN(c3ncccn3)CC2)cc1
→ -4	1	-6	7	19	1	1	0	-0.1	-1
Cc1ccc(NC(=O)CN2CCCC2c2cccn2C)cc1C (centres undefined)
→ -2	5	-6	-11	x	-5	x	-5	-0.9	5
O=C(Cc1cccs1)NC(c1ccccc1)c1ccccc1
→ -3	-12	2	8	26	-4	3	-9	-2.8	8
CC(C)(C)OC(=O)N1CC(O)CC1C(=O)OCC(=O)c1ccc(-c2ccccc2)cc1 (centres undefined)
→ -1	-4	3	15	46	-7	7	-3	-1.3	2
Cc1ccc(C)c(NC(=O)CSc2nnc(-c3ccccc3)n2N)c1
→ -1	-3	3	1	22	7	-5	4	0.2	-3
O=C(Nc1cc(Cl)cc(Cl)c1)Nc1cnccn1
→ 0	-27	11	-57	-10	-44	2	5	0.2	5
Cc1ccc(F)c(CNC(=O)C2CCC(=O)N(Cc3ccccn3)C2)c1F (centres undefined)
→ 1	-18	-13	2	73	-7	-4	13	0.3	5
COc1ccc(C(O)c2nc(-c3cnc4ccccc4c3)cs2)cc1 (centres undefined)
→ -2	x	-5	x	x	x	x	1	0.0	3

(further entries)
Values run as follows: Anthrax LF prot	SSB-PriA inh	CCHFV vOTU inh	MazEF act	DUSP3 inh	Rv3671c inh	3CLpro inhibitor	BoNT F protease	BoNT-A LC inh2	PrPC TRFRET
COc1cccc(Cn2c(-c3nonc3N)nc3ccccc32)c1
→ -4	4	9	20	-5	-7	-1	-8	-0.3	21
Cc1ccc2c(C)c(C)c(=O)n(C)c2c1
→ -4	-2	-3	11	x	x	x	-13	0.0	5
C1CCC2=NCCCN2CC1
→ -3	-13	-3	6	-9	-10	-5	-3	-1.4	0
COc1ccc(C(=O)COC(=O)[C@H](C)Nc2ccc(C(F)(F)F)cc2[N+](=O)[O-])cc1
→ -4	-9	19	37	18	-4	5	-17	-0.3	6
O=C(COC(=O)c1cccnc1Cl)NCCc1ccccc1
→ -2	1	-12	5	x	-5	x	4	2.3	3
COc1ccc(CCN2CC(C(=O)N3CCSCC3)CCC2=O)cc1 (centres undefined)
→ 2	-5	5	7	19	1	-4	-3	-1.2	0
CN(CCNC(=O)c1cc2c(-c3ccccc3F)nn(C)c2s1)C1CCCCC1
→ -4	11	-23	18	5	x	1	-5	-0.3	1
O=C(NCc1csc(-c2cccs2)n1)C1CCCCC1
→ 17	-10	-9	3	22	1	-2	u	3.4	2
O=C1CCC(=O)N(c2ccccc2)N1
→ 9	-13	2	-7	6	6	3	-4	0.7	-4
COc1ccccc1NS(=O)(=O)c1cccc(C(=O)N/N=C/c2ccc([N+](=O)[O-])o2)c1
→ 1	x	14	9	x	x	x	-2	1.4	-13
COc1ccccc1CNC(=O)c1ccoc1C
→ 4	9	-2	7	16	-7	2	4	1.1	-5
CCCCNS(=O)(=O)c1ccc2nc(-c3cccnc3)cc(C(=O)NC3CC3)c2c1
→ -3	-13	-1	5	4	-13	5	0	0.2	-13
CCn1c(SC)nnc1C1CCN(CC(=O)Nc2ccccc2N2CCOCC2)CC1
→ 9	-8	6	-11	17	-3	-6	-6	-0.4	-3
Cn1cnnc1SCC(=O)Nc1nc(-c2ccc(F)cc2)cs1
→ -5	-3	7	5	20	4	1	-2	-0.6	9
O=C(Nc1ccccc1)C1=C[C@H](C2CCCCC2)C[C@H](OCCCCO)O1
→ -10	-17	-2	2	x	19	x	-5	0.3	9

Continuation:
Values run as follows: Anthrax LF prot	SSB-PriA inh	CCHFV vOTU inh	MazEF act	DUSP3 inh	Rv3671c inh	3CLpro inhibitor	BoNT F protease	BoNT-A LC inh2	PrPC TRFRET
O=C(NCCN1CCOCC1)C1CCN(Cc2ccccc2O)CC1
→ 6	-6	2	8	2	5	3	-2	0.3	3
c1coc(-c2nnc3n2C2(CCCC2)Cc2ccccc2-3)c1
→ -2	-1	-3	0	8	-2	-8	-3	0.7	-5
Cc1ccccc1Oc1nc2c(c(=O)n(C)c(=O)n2C)n1C
→ -9	8	-3	1	11	-3	-4	13	-0.7	2
CC1=C(C)CS(=O)N(S(=O)(=O)c2ccc(Cl)cc2)C1 (centres undefined)
→ -2	-13	11	-2	27	0	0	2	-0.5	-2
CCOC(=O)c1nnn(-c2nonc2N)c1CN1CCCC1
→ 9	-17	-3	8	4	-6	1	9	-2.7	3
Cc1cc(OC(=O)c2ccccc2C)c([N+](=O)[O-])c(=O)[nH]1
→ -6	0	10	8	8	-3	2	9	-0.1	-6
O=S(=O)(Nc1ccccn1)c1cnc(Cl)c(Br)c1
→ -2	4	-1	-3	18	-14	1	-7	-0.6	2
Cc1c(C(=O)N2CCN(c3ncccn3)CC2)oc2ccc(Cl)cc12
→ -9	-11	-6	1	x	7	x	-7	0.1	0
CCC(=O)Oc1c(C(=O)CC)cc2c(C)cc(=O)oc2c1C
→ 0	4	-15	-4	-10	4	3	13	1.0	0
CC1(C(=O)NS(=O)(=O)c2ccc(Cl)cc2)CCN1C(=O)C1(c2ccccc2)CCCC1 (centres undefined)
→ -2	x	13	x	x	x	x	-3	-0.2	11
CCOC(=O)C1CCN(C(=O)CCCN2C(=O)c3ccccc3C2=O)CC1
→ 1	-15	1	10	14	-6	3	-9	-0.5	0
Cc1ccc(-n2nc3c(SCCN4CCOCC4)nnc(C)c3c2C)cc1
→ 0	-7	-2	-13	14	-6	-2	4	-1.2	33*
COc1ccccc1Nc1nc(N)nc(CN2CCN(c3ccccc3)CC2)n1
→ 0	19	0	-2	18	-3	-3	1	2.0	6
CSc1ccccc1C(=O)NC1CCCc2ccccc21 (centres undefined)
→ -6	-9	6	8	14	6	-3	-18	-3.1	0
CCOC(=O)c1cnc(-c2ccccc2)nc1Oc1ccccc1
→ -2	-22	5	-2	28	-2	3	-5	0.1	1
